# High-throughput results as filed in PubChem BioAssay.
# M. tuberculosis HTS: M. tuberculosis growth inhibition, HTS (AID 449762) | 0.59% of 330,000 active | inhibition, % at 25 µM, or IC50 in µM where a hit was titrated | M. tuberculosis H37Rv growth inhibition, 7H9 media; higher % means a stronger effect; in the data active = a potency from the dose series; inconclusive = inhibition above about 70% without an active follow-up result;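 also: bacterial growth assessed after seven days of incubation; strong numbers were not always called active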
# Salmonella PhoP GFP: Inhibition of PhoP regulon, Salmonella typhi GFP reporter cells, confirmation, 4 h (AID 1850); Salmonella Typhi PhoP-promoter GFP reporter, fluorescence, 4 h; higher % means a stronger effect; 0.33% of 310,000 active; one-dose inhibition, % at 50 µM; IC50 in µM for titrated hits; in the data active = a potency from the dose series; inconclusive = inhibition mostly from about 25% at the one dose, without a potency; inactive = the rest, 99 in 100 with inhibition below about 19%;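 also: 0% = induced wells with vehicle and 100% = uninduced wells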
# tuberculosis growth: growth inhibition of non-replicating M. tuberculosis (AID 488890); Mycobacterium tuberculosis non-replicating, growth inhibition; higher % means a stronger effect; one-dose inhibition, % at 25 µM; IC50 in µM for titrated hits; 0.39% of 320,000 active; in the data active = a potency from the dose series; inconclusive = inhibition mostly from about 82% at the one dose, without a potency; inactive = the rest, 99 in 100 with inhibition below about 76%;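 also: plate controls were DMSO cells for no effect and high antibiotic wells for full effect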
# VEEV TC-83 Vero: inhibitors of VEEV TC-83 cytopathic effect, confirmation, Vero cells (AID 588727); Vero cells, VEEV TC-83 cytopathic effect inhibition; higher % means a stronger effect; inhibition, % at 20 µM; hits with a dose series show IC50 in µM; 0.13% of 350,000 active; in the data active = a potency from the dose series; inconclusive = inhibition mostly from about 14% at the one dose, without a potency; inactive = the rest, 99 in 100 with inhibition below about 12%; also: strong numbers were not always called active
# influenza NS1A: H1N1 influenza NS1A inhibitors, functional cell based assay (AID 504329); NS1A functional cell-based assay, percent inhibition; higher % means a stronger effect; 0.3% of 340,000 active; one-dose inhibition, % at 12.5 µM; IC50 in µM for titrated hits; in the data active = a potency from the dose series; inconclusive = inhibition above about 27% without an active follow-up result; also: strong numbers were not always called active
# VEEV TC-83 Vero 10K pilot screen: recorded beside VEEV TC-83 Vero, whose call it bears; inhibition, %; measured here: 10K pilot screen inhibition
# Starred values were filed as active, the others as inactive; i = inactive; ? = inconclusive; nt = no result given.
SMILES,M. tuberculosis HTS,Salmonella PhoP GFP,tuberculosis growth,VEEV TC-83 Vero,influenza NS1A,others
COc1ccc(C(=O)NC(Cc2ccc(OC(=O)c3ccc(OC)cc3)cc2)C(=O)O)cc1 (centres undefined),-1%,-7%,4%,i,2%,
O=C(COC(=O)c1cc([N+](=O)[O-])ccc1N1CCOCC1)c1ccc(F)cc1,-8%,nt,10%,0.1%,7%,
CCCCN(C(=O)c1ccc(S(=O)(=O)N2CCCCC2)cc1)C1CCS(=O)(=O)C1 (centres undefined),nt,nt,nt,1.8%,-18%,
CCN(CC)C(=O)COc1ccc2c(-c3ccc(OC)cc3)cc(=O)oc2c1,-1%,-1%,8%,1.2%,-21%,
Cc1cc(Cl)ccc1NC(=S)Nc1ccccn1,nt,nt,nt,i,11%,
CCOC(=O)CN1C(=O)C(O)(CC(=O)c2ccco2)c2ccccc21 (centres undefined),-11%,5%,5%,0.1%,-6%,
O=C(CCl)Nc1cccc(Oc2cnccn2)c1,?,-16%,78%,?,-13%,
COc1ccccc1N(CC(=O)Nc1c(C)n(C)n(-c2ccccc2)c1=O)S(=O)(=O)c1ccc(C)cc1,-8%,3%,13%,0.3%,1%,
CCOC(=O)c1c(C)[nH]c(C)c1S(=O)(=O)N(C)CC(=O)Nc1cccc(C)c1,-3%,-11%,14%,0.2%,8%,
Cc1ccc(S(=O)(=O)NCC(=O)N(CC(=O)NCC2CCCO2)C2CCCC2)cc1 (centres undefined),7%,1%,15%,i,-12%,
O=C(CN1C(=O)CCS(=O)(=O)c2ccccc21)NCc1ccccc1,-4%,1%,2%,i,-1%,
O=C(CC(c1ccccc1)c1ccccc1O)NCc1ccco1 (centres undefined),-7%,-1%,13%,7.2%,0%,
CC(NC(=O)c1cc(COc2ccc3ncccc3c2)on1)c1ccc(F)cc1 (centres undefined),7%,16%,15%,1.8%,11%,
CNC(=O)COC(=O)c1[nH]c(C)c(C(C)=O)c1C,5%,-11%,12%,i,1%,
COc1ccc(C2C(C(C)=O)=C(Nc3ccccc3)CC(C)(O)C2C(C)=O)cc1OC (centres undefined),-1%,-8%,19%,1.0%,5%,
O=C(Cc1cccc([N+](=O)[O-])c1)Nc1cccc(C(=O)N2CCCC2)c1,7%,nt,12%,i,3%,
CCN(CC)S(=O)(=O)c1cc(NC(=O)CCNC(=O)c2ccco2)ccc1C,6%,1%,-2%,1.3%,11%,
C/C(=N\Nc1ccccc1[N+](=O)[O-])c1ccccc1O,2%,-3%,-8%,i,24%,
COc1cccc(C(=O)N2C[C@H]3C[C@@H](C2)c2cccc(=O)n2C3)c1,-2%,8%,6%,1.4%,-1%,
CC(NC(=O)c1ccnn1C)C1CCCO1 (centres undefined),7%,-4%,-1%,0.3%,3%,
COc1ccc(/C=N/NC(=O)c2cccc(NC(=O)c3ccc(Cl)cc3)c2)c(OC)c1,3%,0%,5%,1.6%,1%,
CNc1nc(SCc2ccccc2)nc(N2CCOCC2)n1,-5%,2%,17%,i,-5%,
CC1CCCC(n2c(=S)[nH]c3ccccc3c2=O)C1C (centres undefined),?,6%,58%,i,22%,
Cc1noc(C)c1NC(=O)N(C)C[C@H]1Oc2ccc(NC(=O)Nc3ccccc3)cc2C(=O)N([C@H](C)CO)C[C@@H]1C,1%,nt,8%,1.0%,-6%,
COc1ccc(S(=O)(=O)C(C#N)c2nc3ccccc3nc2N2CCCCC2)cc1 (centres undefined),-9%,-18%,40%,3.4%,5%,
O=P(c1cccs1)(c1cccs1)c1cccs1,-4%,8%,2%,4.4%,0%,
O=C(COC(=O)c1cc(=O)[nH]c2ccccc12)Nc1ccc(F)cc1F,5%,nt,7%,0.6%,1%,
COc1ccc(N2CCN(CCCNC(=O)C(=O)c3c(C)[nH]c4ccccc34)CC2)cc1,4%,-40%,17%,1.8%,20%,
CCSc1nc2c(c(=O)[nH]c(=O)n2C)n1Cc1ccc(Cl)cc1,5%,7%,-4%,i,1%,
O=C(CCN1CCN(CCO)CC1)Nc1ccc(C2CCCC2)cc1,-1%,3%,-4%,1.7%,-13%,
COc1ccc(-c2ccn(-c3cccc(F)n3)n2)cc1,nt,nt,nt,7.5%,-1%,
CC(C)[C@H](N)C(=O)NC[C@H](CC(=O)NC[C@H]1CC[C@H](C(=O)O)CC1)c1ccc(Cl)cc1,-6%,1%,-11%,i,-18%,
CCN1C(=O)[C@H]2[C@@H](c3ccc(-c4ccc(Cl)c(Cl)c4)cc3)N[C@@](Cc3ccccc3)(C(=O)OC)[C@H]2C1=O,5%,1%,1%,i,-8%,VEEV TC-83 Vero 10K pilot screen=0.0
COC(=O)C(CCSC)NS(=O)(=O)c1ccc(Cl)cc1 (centres undefined),12%,-6%,78%,1.0%,1%,VEEV TC-83 Vero 10K pilot screen=0.9
Cc1sc(-n2c(C)cc(C=C3C(=O)NC(=O)NC3=O)c2C)c(C#N)c1C,8%,-10%,29%,nt,nt,
Cc1cc2nc(-c3ccco3)cc(C(F)(F)F)n2n1,-6%,1%,nt,2.0%,-13%,
CCn1c2ccccc2c2cc(NC(=O)COC(=O)C3CCC(=O)N3)ccc21 (centres undefined),42%,-4%,19%,8.4%,-15%,
COc1ccc(-c2nc(CS(=O)(=O)CC(=O)Nc3cccc(C(C)=O)c3)c(C)o2)cc1,0%,-8%,5%,2.4%,-2%,
CCOC(=O)C1CCCN(C(=O)CNS(=O)(=O)c2ccc(Br)s2)C1 (centres undefined),-3%,-12%,3%,3.1%,3%,
Cc1cc2c(c(=O)n1CCN(C)C)C(c1ccccc1Br)C(C#N)=C(N)O2 (centres undefined),-1%,-3%,3%,1.6%,-22%,
COc1ccccc1S(=O)(=O)Cc1ccc(C(=O)N2CCN(c3ccc(C)cc3)C(C)C2)o1 (centres undefined),2%,-3%,34%,13%,10%,VEEV TC-83 Vero 10K pilot screen=6.8
Cc1ccc(S(=O)(=O)N2CCCN(S(=O)(=O)c3ccc4c(c3)OCCO4)CC2)cc1,2%,6%,7%,i,-1%,
CC1(C)CC(=O)c2sc(NC(=O)c3ccco3)nc2C1,-4%,nt,6%,4.5%,-5%,
O=C(Nc1ccc2c(c1)C(=O)N(CC1CCCO1)C2=O)c1cccc(Br)c1 (centres undefined),-5%,-2%,-2%,2.7%,-3%,
COc1ccc(C2CC(=O)CCN2S(=O)(=O)c2ccc(C)cc2)cc1 (centres undefined),nt,nt,nt,0.6%,-1%,
COC(=O)COc1ccc(S(=O)(=O)Nc2ccc(C(N)=O)cc2)cc1Cl,6%,-11%,0%,i,-2%,
CCn1c(C)nnc1SCC(=O)Nc1cccc(Cl)c1,1%,5%,0%,0.1%,-1%,
Cc1nnc(Nc2ccc(C(=O)N3CCOCC3)cc2)c2ccccc12,-3%,7%,-12%,i,2%,
O=C(c1sc2cc([N+](=O)[O-])ccc2c1Cl)N1CCOCC1,4%,-8%,-18%,i,-6%,
COc1ccc(Nc2ncnc3c2cnn3Cc2ccccc2)cc1OC,-2%,-12%,31%,0.3%,1%,
N=C1/C(=C/c2cccs2)C(=O)N=C2SN=C(SCc3ccccc3)N12,-13%,4%,?,i,-4%,
O=C(CN1CCN(C(=O)c2ccco2)CC1)Nc1ccccc1-c1ccccc1,2%,-2%,8%,8.0%,5%,
Cc1nn(CC(C)C)c(Cl)c1C(=O)NC1CCCCC1,nt,nt,nt,0.1%,-10%,
CCCN1C(=O)S/C(=C\c2ccc(N3CCOCC3)o2)C1=O,?,-50%,i,7.9%,-2%,
CCC(C)NCCCCOc1ccc(Cl)cc1C (centres undefined),-7%,13%,27%,1.6%,-9%,
CCCN(CC(=O)Nc1cc(Cl)ccc1Cl)C(=O)/C=C/c1cc(OC)ccc1OC,11%,nt,62%,6.1%,-15%,
NC(=S)N/N=C/c1cn(-c2ccccc2)nc1-c1cccnc1,-2%,4%,31%,0.2%,18%,
COc1cc(C(=O)NCC2CCCO2)ccc1OCc1ccc(Cl)cc1Cl (centres undefined),27%,-2%,33%,6.8%,-13%,
Cc1cc(/C([O-])=C(/C(=S)Nc2ccc(F)cc2)[n+]2ccccc2)c(C)n1Cc1ccccc1Cl,1%,-19%,29%,2.9%,26%,
CC(NS(=O)(=O)c1ccccc1)C(=O)NCCc1ccccn1 (centres undefined),10%,-23%,20%,1.0%,11%,
# Continuation:
SMILES,M. tuberculosis HTS,Salmonella PhoP GFP,tuberculosis growth,VEEV TC-83 Vero,influenza NS1A,others
Cc1ccc(C(=O)NC2=NCCS2)cc1Cl,4%,3%,71%,1.1%,-13%,
Fc1ccc2nc(Nc3ccccc3)sc2c1,-11%,-8%,-3%,i,-1%,
COc1ccccc1C(=O)Nc1ccc(N2CCCCC2)cc1,46%,-7%,-4%,6.2%,12%,
Cn1c(N)c(C(=O)COC(=O)Cc2ccccc2F)c(=O)n(C)c1=O,-5%,nt,-11%,0.1%,-15%,
O=C(N/N=C/C=C/c1ccccc1)NC1CCCCC1,8%,-15%,22%,0.5%,5%,
COc1ccccc1NC(=O)CCCC(=O)OCC(F)(F)C(F)F,0%,-10%,-3%,i,6%,
CCn1c(SCC(=O)NC2CC2)nnc1-c1cccs1,-5%,nt,3%,0.5%,-2%,
COc1ccc(C=C2SC(=O)NC2=O)cc1OC,nt,nt,nt,3.8%,-27%,
CCOC(=O)CSc1nc(-c2ccccc2)nc2c1oc1ccccc12,10%,-4%,65%,6.8%,-17%,
COc1cc2c(cc1NC(=O)COc1ccccc1OC)oc1ccccc12,-3%,-1%,9%,1.5%,-4%,

# 3 entries drawn at random from those above, as already listed:
SMILES,M. tuberculosis HTS,Salmonella PhoP GFP,tuberculosis growth,VEEV TC-83 Vero,influenza NS1A,others
COc1cc2c(cc1NC(=O)COc1ccccc1OC)oc1ccccc12,-3%,-1%,9%,1.5%,-4%,
CCn1c(SCC(=O)NC2CC2)nnc1-c1cccs1,-5%,nt,3%,0.5%,-2%,
COc1ccccc1NC(=O)CCCC(=O)OCC(F)(F)C(F)F,0%,-10%,-3%,i,6%,

# In the list so far, 19 contain an aryl methoxy group:
SMILES,M. tuberculosis HTS,Salmonella PhoP GFP,tuberculosis growth,VEEV TC-83 Vero,influenza NS1A,others
COc1ccc(C(=O)NC(Cc2ccc(OC(=O)c3ccc(OC)cc3)cc2)C(=O)O)cc1 (centres undefined),-1%,-7%,4%,i,2%,
CCN(CC)C(=O)COc1ccc2c(-c3ccc(OC)cc3)cc(=O)oc2c1,-1%,-1%,8%,1.2%,-21%,
COc1ccccc1N(CC(=O)Nc1c(C)n(C)n(-c2ccccc2)c1=O)S(=O)(=O)c1ccc(C)cc1,-8%,3%,13%,0.3%,1%,
COc1ccc(C2C(C(C)=O)=C(Nc3ccccc3)CC(C)(O)C2C(C)=O)cc1OC (centres undefined),-1%,-8%,19%,1.0%,5%,
COc1cccc(C(=O)N2C[C@H]3C[C@@H](C2)c2cccc(=O)n2C3)c1,-2%,8%,6%,1.4%,-1%,
COc1ccc(/C=N/NC(=O)c2cccc(NC(=O)c3ccc(Cl)cc3)c2)c(OC)c1,3%,0%,5%,1.6%,1%,
COc1ccc(S(=O)(=O)C(C#N)c2nc3ccccc3nc2N2CCCCC2)cc1 (centres undefined),-9%,-18%,40%,3.4%,5%,
COc1ccc(N2CCN(CCCNC(=O)C(=O)c3c(C)[nH]c4ccccc34)CC2)cc1,4%,-40%,17%,1.8%,20%,
COc1ccc(-c2ccn(-c3cccc(F)n3)n2)cc1,nt,nt,nt,7.5%,-1%,
COc1ccc(-c2nc(CS(=O)(=O)CC(=O)Nc3cccc(C(C)=O)c3)c(C)o2)cc1,0%,-8%,5%,2.4%,-2%,
COc1ccccc1S(=O)(=O)Cc1ccc(C(=O)N2CCN(c3ccc(C)cc3)C(C)C2)o1 (centres undefined),2%,-3%,34%,13%,10%,VEEV TC-83 Vero 10K pilot screen=6.8
COc1ccc(C2CC(=O)CCN2S(=O)(=O)c2ccc(C)cc2)cc1 (centres undefined),nt,nt,nt,0.6%,-1%,
COc1ccc(Nc2ncnc3c2cnn3Cc2ccccc2)cc1OC,-2%,-12%,31%,0.3%,1%,
CCCN(CC(=O)Nc1cc(Cl)ccc1Cl)C(=O)/C=C/c1cc(OC)ccc1OC,11%,nt,62%,6.1%,-15%,
COc1cc(C(=O)NCC2CCCO2)ccc1OCc1ccc(Cl)cc1Cl (centres undefined),27%,-2%,33%,6.8%,-13%,
COc1ccccc1C(=O)Nc1ccc(N2CCCCC2)cc1,46%,-7%,-4%,6.2%,12%,
COc1ccccc1NC(=O)CCCC(=O)OCC(F)(F)C(F)F,0%,-10%,-3%,i,6%,
COc1ccc(C=C2SC(=O)NC2=O)cc1OC,nt,nt,nt,3.8%,-27%,
COc1cc2c(cc1NC(=O)COc1ccccc1OC)oc1ccccc12,-3%,-1%,9%,1.5%,-4%,
